BAZ2B block: inhibitors of human BAZ2B bromodomain; AID 504333; Q9UIF8; Potency, µM (top dose mostly 114 µM), for the others: top-dose activity change, negative = inhibition, most hits filed as inhibitors; 360,000 tested, 4.4% active; AlphaScreen BAZ2B-H3K14Ac peptide displacement; further: potency means the concentration at half of the fitted maximal effect; on the % scale 0 is the no-effect control and ±100 the full control effect; nearly all actives have a fitted effect of over 60% in size
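Compounds, titrated to a top concentration of 110 uM, were incubated 30 min at room temperature with preformed BAZ2B/acetyl-K14 H3 peptide complex (50 nM each). Proximity signal was measured by AlphaScreen after 20 min with beads.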
PI4K2A block: inhibitors of human PI4K2A. 420,000 tested, 0.13% active. purified PI4K2A, ADP-Glo luminescence, 1 h; stronger effect = lower value. activity change, negative = inhibition, % at 76.9 µM. AID 1346378. Q9BTU6; in the data active means activity change below about -50%; inconclusive means mostly about -30% to -49%;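 further: -100% = wells without enzyme as full effect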
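Compounds are screened against recombinant PI4K2A using PI as substrate and ATP, the latter dispensed at 300 microM. Reactions run one hour at ambient temperature before ADP-Glo detection; full inhibition defined by wells lacking enzyme.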
Tb PGK inh: blocks T. brucei phosphoglycerate kinase. P07378. PGK/GAPDH coupled, Kinase-Glo luminescence, 60 min. Potency, µM (highest dose often 57.5 µM), inactives show top-dose activity change, negative = inhibition, most hits filed as inhibitors. 380,000 tested, 0.043% active. AID 602233; further: potency means the concentration at half of the fitted maximal effect; on the % scale 0 is the no-effect control and ±100 the full control effect; nearly all actives have a fitted effect of over 60% in size
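Luminescent ATP detection (Kinase-Glo Plus) follows a 60-minute room-temperature incubation, with wells lacking PGK as controls. Buffer: 100 mM TEA (pH 7.6), 5 mM MgCl2, 0.01% Tween-20. Coupling enzyme GAPDH (100 nM final) supplies unstable 1,3-BPG in-well.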
GLS inh: inhibitors of human glutaminase (GLS); O94925; GLS enzymatic activity, qHTS titration; Potency, µM (titrated, usually from 45.5 µM), inactives show top-dose activity change, negative = inhibition, actives largely listed as inhibitors; 410,000 tested, 0.21% active; further: potency means the concentration at half of the fitted maximal effect; on the % scale 0 is the no-effect control and ±100 the full control effect
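Human kidney-isoform GLS in 45 mM KH2PO4 pH 8.2, 0.02% Tween-20, with compound, started with 1mM L-Glutamine (added stock). Glutamate oxidase/HRP/Amplex red coupled fluorescence read at start and after 30 min at RT.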
ERG-DNA inh: ERG Ets/DNA interaction inhibition. fluorescence polarization, His-ERG Ets domain / labelled DNA. Potency, µM (titrated, usually from 76.9 µM), without a hit: at the highest dose FP activity, negative = inhibition, actives largely listed as inhibitors. 370,000 tested, 0.028% active. AID 624246; active means well fitted inhibition curve with a large enough effect in the polarisation, with a control signal flat; inconclusive means small, poorly fitted or top-dose-only effect, or effect the other way, or a change in a side signal; inactive means no such curve, though single readings can be large or run the other way; the % refers to the polarisation;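 further: polarization taken with two DNA probes labelled with fluorescein and Texas red; potency means the concentration at half of the fitted maximal effect; % of control where 0% means no effect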
Target sequence (P11308 whole entry, looked up, the tested form may be a part): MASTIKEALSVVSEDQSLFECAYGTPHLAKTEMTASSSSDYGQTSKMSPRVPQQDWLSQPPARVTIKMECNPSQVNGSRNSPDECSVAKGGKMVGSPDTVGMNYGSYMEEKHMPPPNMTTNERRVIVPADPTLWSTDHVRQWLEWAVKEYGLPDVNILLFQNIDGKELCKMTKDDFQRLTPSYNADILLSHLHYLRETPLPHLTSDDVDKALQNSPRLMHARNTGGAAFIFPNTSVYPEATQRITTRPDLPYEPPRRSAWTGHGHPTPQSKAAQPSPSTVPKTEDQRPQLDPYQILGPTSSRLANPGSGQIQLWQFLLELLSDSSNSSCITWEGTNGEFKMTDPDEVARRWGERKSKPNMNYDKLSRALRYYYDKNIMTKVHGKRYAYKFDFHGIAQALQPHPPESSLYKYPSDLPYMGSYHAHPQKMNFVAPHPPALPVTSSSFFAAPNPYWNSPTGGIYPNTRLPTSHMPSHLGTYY
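His-tagged ERG Ets domain (1 uM in the protein solution; 300mM KCl, 50mM Tris-HCl, 1mM EDTA, 1mM DTT, pH 7.5) received compound, then a probe mix of 5 nM fluorescein-DNA and 100nM Texas-615-DNA. Fluorescence polarization was read for both dyes.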
HP1b chromo inh: blocks HP1-beta chromodomain binding to methylated histone tails; AlphaScreen HP1-beta / biotin-H3K9me3 peptide binding; Potency, µM (top dose mostly 114 µM), for inactives: at the highest dose activity change, negative = inhibition, usual class: inhibitors; 390,000 tested, 0.56% active; further: potency means the concentration at half of the fitted maximal effect; nearly all actives have a fitted effect of over 70% in size; inactives centre near 23
Target sequence (P83916 whole entry, looked up): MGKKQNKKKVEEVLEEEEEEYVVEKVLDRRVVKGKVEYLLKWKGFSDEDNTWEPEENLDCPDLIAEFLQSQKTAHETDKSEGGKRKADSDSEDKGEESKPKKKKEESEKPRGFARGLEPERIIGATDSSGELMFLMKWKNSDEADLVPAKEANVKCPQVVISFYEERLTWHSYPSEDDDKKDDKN
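HP1-beta protein (50 nM final) preincubated 30 min at room temperature with biotinylated H3(1-18)K9me3 peptide (50 nM) in PBS pH 7.4, 0.01% Tween-20, then compound added for 30 min. AlphaScreen streptavidin donor/nickel chelate acceptor beads (10 ug/mL final), 30 min dark, luminescence read.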
G9a block: inhibitors of human histone lysine methyltransferase G9a; Q96KQ7; G9a H3K9 monomethylation, AlphaScreen, 2 h; Potency, µM (top dose mostly 102 µM), without a hit: top-dose activity, negative = inhibition, hits mostly inhibitors; 350,000 tested, 8.8% active; AID 504332; further: potency means the concentration at half of the fitted maximal effect; on the % scale 0 is the no-effect control and ±100 the full control effect; nearly all actives have a fitted effect of over 75% in size
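AlphaScreen detection with an anti-monomethyl H3K9 antibody quantified product after a 2 h room-temperature reaction containing 500 nM biotinylated H3K9 peptide, 20 µM SAM and 20 nM enzyme, which had been preincubated 15 min with compound.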
JMJD2A Tudor inh: JMJD2A Tudor domain (human) inhibition. O75164. AlphaScreen JMJD2A-Tudor / H3K4me3 peptide binding. Potency, µM (top dose mostly 114 µM), inactives show at the top dose activity change, negative = inhibition, usual class: inhibitors. 390,000 tested, 4.4% active; further: potency means the concentration at half of the fitted maximal effect; on the % scale 0 is the no-effect control and ±100 the full control effect; nearly all actives have a fitted effect of over 50% in size
Pin1 inh: blocks the human prolyl isomerase Pin1; Q13526; Pin1 FP peptide displacement, HiFluor488, 10 min; Potency, µM (titrated, usually from 115 µM), inactives show top-dose activity, negative = inhibition, usual class: inhibitors; 390,000 tested, 0.009% active; AID 504891; active means well fitted inhibition curve with a large enough effect in the polarisation, with a control signal flat, not every such curve was filed as active; inconclusive means small, poorly fitted or top-dose-only effect, or effect the other way, or a change in a side signal; inactive means no such curve, though single readings can be large or run the other way; the % refers to the polarisation; further: potency means the concentration at half of the fitted maximal effect; on the % scale 0 is the no-effect control and ±100 the full control effect
Target sequence (Q13526 whole entry, looked up): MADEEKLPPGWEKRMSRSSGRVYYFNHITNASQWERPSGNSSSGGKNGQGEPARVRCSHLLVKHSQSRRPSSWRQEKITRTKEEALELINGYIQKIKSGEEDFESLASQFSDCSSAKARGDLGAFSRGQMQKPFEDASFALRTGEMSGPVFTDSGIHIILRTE
* = called active by the depositor; i = inactive; ? = inconclusive; · = not tested or not shown; [ ] = another dose, or the depositor's remark. Unless noted, the call rests on the fitted dose curve; in most records, active means well fitted curve in the direction sought with a large enough effect; inconclusive means small, poorly fitted or top-dose-only effect, or another doubt; inactive means no such curve, though single readings can be large; an effect the other way counts as inactive or inconclusive.

SMILES	BAZ2B block	PI4K2A block	Tb PGK inh	GLS inh	ERG-DNA inh	HP1b chromo inh	G9a block	JMJD2A Tudor inh	Pin1 inh
CC(=O)CC(c1ccccc1)S(=O)(=O)c1ccc(C)cc1 (stereo not drawn)	-38%	-6	-3%	1%	-5%	26%	17%	14%	1%
CC(=O)OC(C)=O	12%	2	-5%	13%	16%	27%	-1%[0.501 µM]	-10%	-3%
CCC(Sc1nnnn1-c1ccccc1)C(=O)Nc1nc2ccccc2s1 (stereo not drawn)	-19%	-1	-7%	-2%	12%	46%[activator]	-14%[59 µM]	-14%	17%
COc1ccc(NC(=O)CN2C(=O)c3ccccc3S2(=O)=O)cc1S(=O)(=O)N1CCOCC1	8%	-5	16%	5%	1%	17%	50µM*	-12%	2%
Cc1nn(CC(=O)Nc2ccc3c(c2)nc2n3CCOC2)c(=O)c2ccccc12	2%	9	-2%	-10%	1%	30%	10%	-10%	0%
O=S(=O)(c1ccc(F)cc1)N1CCN(CCOc2ccccc2)CC1	·	11	-5%	-6%	10%	9%	·	-16%	-9%
CCN(CC)C(=O)C1(P(=O)(c2ccccc2)c2ccccc2)CCC1	-13%	3	-3%	-2%	8%	19%	16%	-1%	4%
CC1=C(C(=O)Nc2ccc(Cl)cc2)C(CC(C)C)n2nc(SCc3ccccc3C)nc2N1 (stereo not drawn)	-6%	1	2%	3%	8%	18%	9%[59 µM]	-12%	2%
COc1ccc(OC)c(S(=O)(=O)NCc2ccc(N3CCN(C)CC3)cc2)c1	-7%	1	3%	20%	-5%	10%	18%	9%	3%
COc1nc(N(C)S(=O)(=O)c2ccc(C)cc2)nc(C)c1Cl	9%	0	i	-9%	-4%	15%	48%[59 µM]	-10%	-1%
O=C1C2CC=CCC2C(=O)N1c1n[nH]c(Cc2ccccc2)n1 (stereo not drawn)	?	-4	·	-6%	·	-22%	?	?	-5%
O=C(Cc1nc2ccccc2[nH]1)N/N=C/c1ccccc1	6%	-2	-3%	-5%	-4%	3%	11%	-31%	-3%
COc1cc(NC(=S)NN2CCN(C)CC2)cc(OC)c1OC	-9%	3	1%	1%	-2%	44%[activator]	-91%[59 µM]	-10%	1%
Cc1ccc(OCC(=O)Nc2nonc2-c2ccc(Br)cc2)cc1C	-1%	-2	·	0%	-4%	26%	-27%[59 µM]	-10%	-1%
CCOc1ccc(OCCOCCOc2c(Cl)cccc2Cl)cc1	·	6	i	-12%	-5%	189%[activator]	·	109%[activator]	1%
Cc1cc(C)n2ncc(/C(N)=N/OC(=O)c3ccccc3F)c2n1	-1%	-12	-7%	-11%	12%	40%[activator]	?	-1%	?
O=C(O)C1CCN(c2ccc(S(=O)(=O)N3CCC(C(=O)O)CC3)cc2[N+](=O)[O-])CC1	-4%	0	0%	1%	-9%	22%	-16%[12.7 µM]	-7%	-5%
Cc1cccc(CSc2nc(-c3cccc(C)c3)nc3c2Cc2c(CO)cnc(C)c2O3)c1	-22%	3	-8%	-9%	1%	26%	-8%[59 µM]	-14%	11%
Cc1ccc(Cl)cc1NC(=O)NCc1cccn1Cc1ccc(F)cc1	-2%	-3	2%	5%	11%	32%	-2%[59 µM]	-8%	2%
CC(C)(C)C1CCc2nc(NC(=O)Cc3ccccc3)sc2C1 (stereo not drawn)	7%	-3	0%	1%	-1%	34%	-9%[59 µM]	-1%	10%
O=C(O)CCc1ccc(-c2cccs2)n1CCc1ccccc1	28µM*	4	-9%	0%	-4%	34%	·	?	32%[activator]
O=c1oc2ccccc2cc1-c1nc2c(s1)CCc1ccccc1-2	47%[activator]	-2	-10%	2%	0%	87%[activator][57 µM]	-19%[59 µM]	66%[activator][57.1 µM]	?
CCn1c(SCC(=O)O)nnc1-c1ccc(S(=O)(=O)N2CCCC2)cc1	2%	3	2%	3%	0%	17%	?	0%	3%
O=[N+]([O-])c1ccc(N/N=C/c2c[nH]c3ccccc23)c(S(=O)(=O)Nc2ccc(Cl)cc2)c1	45µM*	3	-9%	16%	-4%	?	?	28µM*	?
Cc1ccc(NC(=O)N2CCC3(CC2)Oc2ccccc2C(=O)N3Cc2ccc(F)cc2)cc1	-18%	1	-8%	1%	-2%	7%	-27%[59 µM]	-13%	4%

(listing goes on)
SMILES	BAZ2B block	PI4K2A block	Tb PGK inh	GLS inh	ERG-DNA inh	HP1b chromo inh	G9a block	JMJD2A Tudor inh	Pin1 inh
O=C(c1ccco1)N(Cc1nc2ccccc2c(=O)[nH]1)C1CCCC1	-5%	0	11%	6%	0%	47%[activator]	4%[12.7 µM]	-5%	-3%
Cn1c(Cn2c(=O)sc3ccccc32)nnc1SCc1cccnc1	10%	0	-5%	2%	6%	34%	8%	-4%	?
COCCNCC(=O)C12CC3CC(CC(C3)C1)C2	-25%	7	·	6%	·	29%	-27%[2.33 µM]	-12%	-3%
COc1ccccc1-c1cnn2c(NCCc3ccccc3)cc(C)nc12	39%[activator]	3	i	2%	-5%	164%[activator]	117%[activator]	69%[activator]	0%
N=c1c(C(=O)NC2CCCCC2)cc2c(=O)n3ccccc3nc2n1CC1CCCO1 (stereo not drawn)	-21%	-2	-1%	0%	1%	2%	18%	-25%	-7%
CCOc1ccc(NC(=O)[C@@H](NC(=O)c2ccccc2)[C@@H](C)CC)cc1	?	7	-8%	-4%	11%	34%	?	1%	-7%
Cc1ccc(C)c(NC(=O)c2cnn3ccccc23)c1	-6%	-3	-14%	-4%	6%	47%[activator]	2%	3%	-6%
Cc1ccccc1/C=N/NC(=O)c1cccnc1	-2%	0	4%	0%	3%	55%[activator]	?	-11%	-2%
CCc1nc(OCc2ccco2)c2sc3nc4c(cc3c2n1)COC(C)(C)C4	?	-8	-7%	-9%	-2%	-3%	?	-25%	16%
CCCCOc1ccccc1N1CCN(CCCN2C(=O)C3CCCN3C2=O)CC1 (stereo not drawn)	-20%	-3	7%	13%	4%	26%	?	-9%	4%
O=C(O)CC(c1ccccc1)N1C(=O)c2cccc([N+](=O)[O-])c2C1=O (stereo not drawn)	-1%	-5	2%	16%	-11%	17%	-81%	-6%	·
OCCNc1nc(-c2cccnc2)nc2ccccc12	-19%	-4	-8%	-5%	·	25%	7%	-5%	0%
O=[N+]([O-])c1cccc(/C=C/c2ccc3cccc(O)c3n2)c1	-6%	1	-7%	-4%	-1%	46%[activator]	15%	-15%	-7%
CCOc1cc(/C=C2/NC(=O)NC2=O)cc(Br)c1OCc1ccc(C(=O)O)cc1	71µM*	?	?	?	-3%	?	45µM*	?	·
O=C(C1CCCN(S(=O)(=O)c2cccc3cccnc23)C1)N1CCN(c2ccccc2F)CC1 (stereo not drawn)	1%	-3	2%	0%	-3%	28%	-36%	-15%	1%
Cc1ccc(C(=O)c2c3ccc([N+](=O)[O-])cc3[n+]([O-])n2CCCC(N)=O)cc1	-31%	-3	-9%	2%	0%	11%	27%[2.33 µM]	-29%	5%
Cc1c([N+](=O)[O-])c(C(=O)Sc2ccc(Br)cc2)nn1C	18%	-7	i	13%	-8%	23%	25µM*	-6%	-2%
CCc1ccccc1NC1=NCC(=O)N1Cc1ccc(OC)cc1	?	-2	7%	-8%	-10%	50%[activator]	45µM*	-13%	3%
COC(=O)c1ccc(OCc2nn[nH]n2)cc1	-18%	0	-2%	2%	-14%	28%	-5%	-12%	-4%
COc1ccc(-n2nc(C(=O)NCCc3ccc(Cl)cc3)c3c4ccccc4n(C)c3c2=O)cc1	·	-7	·	0%	-1%	27%	4%[59 µM]	6%	-3%
Cc1ccc2nc(NCc3ccccc3)c(C=NCc3cccnc3)c(=O)n2c1	-23%	3	i	-4%	9%	35%	12%	-1%	2%
O=C(CCCN1C(=O)c2ccccc2C1=O)NC1CCCCCC1	0%	1	i	3%	-9%	28%	11%[12.7 µM]	18%	-4%
N#Cc1cc2cc3ccccc3nc2n2c(=O)c3ccccc3nc12	-15%	-4	-5%	0%	10%	?	-37%	-20%	9%
COc1cccc(CNCc2ccco2)c1O	35%[activator]	0	-6%	7%	-3%	?	·	18µM*	-7%
COc1ccccc1C(CNC(=O)c1ccc(NS(=O)(=O)c2ccc3c(c2)OCCO3)cc1)N(C)C (stereo not drawn)	-12%	-5	-1%	8%	0%	12%	-45%	-17%	0%
CCC(C)NC(=S)Nc1ccccc1OC (stereo not drawn)	-30%	-7	-1%	10%	8%	24%	-21%[59 µM]	-9%	-2%
CCC(C)(C)NC(=O)C(Sc1ccccc1)c1ccccc1 (stereo not drawn)	6%	-1	i	-1%	-7%	-3%	·	-11%	-2%
Cc1ccc(S(=O)(=O)NCCCNc2ccc([N+](=O)[O-])cc2)cc1	-26%	0	3%	-1%	12%	-12%	-21%	?	?
Nc1c(Cl)ncnc1N/N=C/c1ccnc2ccccc12	5%	0	7%	2%	-3%	9%	?	6%[57.1 µM]	4%

BAZ2B block, entries above that show a hit
SMILES	BAZ2B block	PI4K2A block	Tb PGK inh	GLS inh	ERG-DNA inh	HP1b chromo inh	G9a block	JMJD2A Tudor inh	Pin1 inh
O=C(O)CCc1ccc(-c2cccs2)n1CCc1ccccc1	28µM*	4	-9%	0%	-4%	34%	·	?	32%[activator]
O=[N+]([O-])c1ccc(N/N=C/c2c[nH]c3ccccc23)c(S(=O)(=O)Nc2ccc(Cl)cc2)c1	45µM*	3	-9%	16%	-4%	?	?	28µM*	?
CCOc1cc(/C=C2/NC(=O)NC2=O)cc(Br)c1OCc1ccc(C(=O)O)cc1	71µM*	?	?	?	-3%	?	45µM*	?	·
